# CXCR6 inh: inhibitors of human CXCR6 receptor; CHO-K1 PathHunter CXCR6 beta-arrestin, luminescence; 0.36% of 360,000 active; inhibition, % at 20 µM; in the data active means inhibition above about 34%, passing the limit was not always enough;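 further: antagonist mode with CXCL16 agonist at 10 nM final; 0% = 10 nM CXCL16 with DMSO and 100% = unstimulated wells without agonist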
# Target sequence (O00574 whole entry, looked up): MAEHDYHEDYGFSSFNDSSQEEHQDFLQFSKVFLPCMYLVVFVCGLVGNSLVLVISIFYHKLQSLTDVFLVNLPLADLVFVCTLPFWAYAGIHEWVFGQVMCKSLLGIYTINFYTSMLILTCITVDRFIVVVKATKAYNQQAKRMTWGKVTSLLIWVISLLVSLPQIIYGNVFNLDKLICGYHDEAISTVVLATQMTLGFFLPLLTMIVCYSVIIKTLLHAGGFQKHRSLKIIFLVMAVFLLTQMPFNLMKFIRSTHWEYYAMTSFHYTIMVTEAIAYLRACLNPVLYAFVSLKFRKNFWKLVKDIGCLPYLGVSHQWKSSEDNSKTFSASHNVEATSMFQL
# Mdm2 MdmX PPI: human Mdm2/MdmX binding inhibition. O15151+Q00987. SaOS-2 split-luciferase Mdm2/MdmX complementation, luminescence. inhibition, % at 8 µM. 3% of 330,000 active. AID 485346;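 active means inhibition of at least 50% at 8 µM in the primary screen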
# tim23-1 inh: inhibits growth of tim23-1 mutant yeast; S. cerevisiae tim23-1 growth, BacTiter-Glo luminescence, 24 h; inhibition, % at 20 µM; 1.3% of 330,000 active; AID 463212;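 active means growth inhibition of the mutant yeast at or above 50%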;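 further: temperature-sensitive mutant grown at 25 °C; plate controls were DMSO-treated mutant yeast for no effect and medium wells lacking yeast for full effect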
# CCR6 antag: blocks CCL20-driven beta-arrestin recruitment at human CCR6; P51684; CHO-K1 CCR6 PathHunter beta-arrestin, luminescence, CCL20-stimulated; inhibition, % at 20 µM; 0.49% of 340,000 active; AID 493098;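 active means compounds whose inhibition of the agonist-driven luminescence signal at 20 µM reaches about 50%, limit read from the data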;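 further: cells stimulated with CCL20 at 14 nM final; plate controls were DMSO with CCL20 for no effect and DMSO without agonist for full effect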
# EBI2 block: antagonists of human EBI2 receptor; EBI2 beta-arrestin recruitment, luminescence, 7a,25-OHC stimulated; 0.81% of 360,000 active; inhibition, % at 5 µM; P32249; in the data active means inhibition above about 38%;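 further: enzyme fragment complementation signal reports receptor beta-arrestin coupling in cells; 0% = agonist plus DMSO wells and 100% = wells without agonist; some results beyond the cut were filed as inactive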
# Target sequence (P32249 whole entry, looked up, the tested form may be a part): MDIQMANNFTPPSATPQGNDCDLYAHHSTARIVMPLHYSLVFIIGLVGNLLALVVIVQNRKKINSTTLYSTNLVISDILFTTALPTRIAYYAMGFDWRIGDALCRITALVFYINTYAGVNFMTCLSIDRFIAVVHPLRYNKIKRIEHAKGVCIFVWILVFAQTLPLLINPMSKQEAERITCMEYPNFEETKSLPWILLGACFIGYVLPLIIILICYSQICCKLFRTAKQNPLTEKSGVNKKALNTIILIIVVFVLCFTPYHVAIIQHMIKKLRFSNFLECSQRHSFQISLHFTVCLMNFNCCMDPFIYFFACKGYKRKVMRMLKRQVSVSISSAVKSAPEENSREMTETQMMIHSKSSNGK
# APJ ag: APJ receptor agonism | P35414 | CHO-K1 APJ PathHunter beta-arrestin, luminescence; 0% DMSO wells, 100% apelin | activation, % at 20 µM | 0.11% of 330,000 active;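 active means activation more than six SD over the plate average, tested at 20 µM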;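 further: 0% = DMSO alone and 100% = apelin-13 at 10 nM; some results filed as inactive read as strong as hits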
# Target sequence (P35414 whole entry, looked up): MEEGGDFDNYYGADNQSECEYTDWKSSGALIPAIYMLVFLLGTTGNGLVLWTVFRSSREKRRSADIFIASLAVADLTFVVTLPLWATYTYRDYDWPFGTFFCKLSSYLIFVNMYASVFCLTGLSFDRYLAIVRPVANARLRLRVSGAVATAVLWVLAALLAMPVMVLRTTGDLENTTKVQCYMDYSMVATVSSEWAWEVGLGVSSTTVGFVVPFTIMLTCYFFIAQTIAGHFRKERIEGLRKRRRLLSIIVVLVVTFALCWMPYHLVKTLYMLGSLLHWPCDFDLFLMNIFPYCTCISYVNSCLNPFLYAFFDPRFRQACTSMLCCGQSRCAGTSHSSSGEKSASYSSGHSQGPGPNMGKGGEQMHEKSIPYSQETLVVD
#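 Assay system: CHO-K1 APJ beta-arrestin complementation cell line / Compound: single test compound dose, 20 µM final, 1% DMSO / Times: overnight seeding, 90 min compound at 25 °C, 1 h detection / Technique: beta-gal luminescence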
# XBP1 UPR activ: activators of adaptive arm of unfolded protein response (XBP1). activation, % at 20 µM. CHO-XBP1 luciferase reporter, IRE1-XBP1 UPR activation, luminescence; percent of tunicamycin response, DMSO as zero. 0.33% of 330,000 active;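 active means versus positive control, 20 µM dose yields 30% or more activation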;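 further: 100% = tunicamycin at 10 µg/mL and 0% = DMSO only wells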
#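 Material: CHO-XBP1 cells stably carrying IRE1-XBP1-driven luciferase reporter / Amount: 1000 cells per well / Compound: 20 µM, 1% DMSO / Times: 6 h treatment, 37 °C / Detection: luciferase luminescence / Measure: % activation of reporter signal versus tunicamycin and DMSO controls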
# APJ antagonist: APJ receptor antagonism; P35414; CHO-K1 APJ beta-arrestin complementation, luminescence; inhibition, % at 20 µM; 0.32% of 330,000 active;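 active means inhibition above about 40% at 20 µM, limit read from the data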;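 further: cells challenged with 10 nM apelin-13 agonist together with compound; plate controls were apelin-13 plus DMSO wells for no effect and DMSO wells lacking apelin-13 for full effect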
# CHOP UPR activ: apoptotic UPR (CHOP) activation; 0.34% of 330,000 active; AID 449763; activation, % at 10 µM; CHO-CHOP luciferase reporter, luminescence; percent of tunicamycin response over DMSO baseline;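 active means at 10 µM dose, activation of 40% or more, normalized to positive control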;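 further: 100% = tunicamycin at 10 µg/mL and 0% = DMSO alone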
#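 Assay system: CHO-CHOP cells, stable luciferase reporter of PERK-eIF2a-CHOP signalling / Buffer or medium: F12 plus 10% serum / Compound dosing: one dose, 10 µM in 0.5% DMSO / Times: 6 h compound treatment, 37 °C / Technique: luciferase luminescence / Read-out: % reporter activation, DMSO baseline versus tunicamycin full activation / Benchmarks: tunicamycin and DMSO controls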
# Active calls of the source: *; / = no result given.
SMILES,CXCR6 inh,Mdm2 MdmX PPI,tim23-1 inh,CCR6 antag,EBI2 block,APJ ag,XBP1 UPR activ,APJ antagonist,CHOP UPR activ
CCN1C(=O)[C@H]2[C@@H](c3ccc(SC4CCCCC4)c(OC)c3)N[C@@](Cc3ccccc3)(C(=O)OC)[C@H]2C1=O,15,9,21,10,23,6,0,3,2.0
COc1ccc(CCNC(=O)CC(Cc2ccc(C)cc2)C(=O)O)cc1OC (stereo not given),-3,-14,-1,-1,2,-1,-3,6,1.7
Clc1ccc(-c2noc(COc3ccccc3)n2)cc1,4,-10,7,13,-5,-4,5,10,1.7
CCOC(=O)N1CCN(C(=O)COC(=O)c2ccc(N(C)C)cc2)CC1,-5,-4,-6,9,-8,-3,-3,-2,0.1
CCOC(=O)c1cnc(SCC(=O)NCc2cccs2)nc1N,10,17,10,18,-10,0,0,15,1.0
CC1CCN(c2ccc3c(c2)S(=O)(=O)c2cccc(C(=O)NCc4cccc(F)c4)c2C3=O)CC1,0,-7,-3,19,-7,0,-2,7,4.6
COc1ccccc1CNC(=O)C(=O)NCC1OCCN1S(=O)(=O)c1cccs1 (stereo not given),5,8,18,3,3,-3,0,-7,-0.6
Cc1cc(Cl)ccc1NC(=S)NCCC(c1ccccc1)c1ccccc1,3,21,12,27,15,-3,0,10,-0.5
CN1CCN(c2nc(-c3ccc(Cl)s3)cs2)CC1,7,-8,10,3,-3,-3,5,6,5.0
Cc1cc(C)cc(NC(=O)c2oc3ccccc3c2COc2ccccc2)c1,-5,7,6,4,18,3,1,19,0.9
Cc1ccc(C)c(N(CC(=O)NCc2ccco2)C(=O)CCC(=O)Nc2nccs2)c1,-4,-6,7,12,7,-1,-2,10,0.5
Cn1cccc1C(=O)NCCc1ccc(Cl)cc1,0,-37,-13,3,0,-1,2,-12,5.2
CCc1ccccc1NC(=O)CSc1ccsc1[N+](=O)[O-],0,10,9,-4,-8,-2,-3,8,-1.2
Cc1onc(-c2ccccc2)c1C(=O)NCC(=O)Nc1cc(Cl)ccc1Cl,-2,21,39,11,3,-3,2,-7,-1.4
O=[N+]([O-])/C=C1/CCCCCN1,-2,18,-5,11,-9,-1,1,2,2.5
Cc1cccn2c(=O)c3cc(C(=O)NCc4ccco4)c(=N)n(CCc4ccccc4)c3nc12,8,11,11,14,11,-4,0,20,3.4
COc1ccc(-c2cn(Cc3cccc(OC)c3)nn2)cc1,-2,-13,9,5,43*,-4,2,3,1.3
CC(C)c1ccccc1NC(=O)COc1ccc2c(=O)c(Oc3ccc4ccccc4c3)coc2c1,/,30,4,/,/,2,-3,-2,-1.1
Cc1ccc(S(=O)(=O)N2CCCC(C(=O)NCCC3=CCCCC3)C2)cc1 (stereo not given),4,4,2,2,4,-5,-3,-5,-1.8
CCn1cc(Cl)c(C(=O)Nc2nccs2)n1,-2,6,4,6,9,-2,-6,-16,4.4
Cc1ccc(S(=O)(=O)N2CCOCC2)cc1NC(=O)c1cc(-c2ccccn2)nc2ccccc12,3,-2,12,19,6,3,-1,-8,0.3
CC(C)N1C(=O)CCC1C(=O)N1CCN(c2ccccn2)CC1 (stereo not given),-4,0,3,2,0,-1,-3,-6,-1.2
COc1cc(C2OC(=O)C3C(c4ccc(OC(C)=O)c(OC)c4)OC(=O)C23)ccc1OC(C)=O (stereo not given),6,14,10,5,62*,-3,-4,-6,-0.2
CC(C)NC(=O)CCCn1cc([N+](=O)[O-])cn1,-1,2,14,1,3,-4,-2,-8,0.5
O=C(Nc1ccc2nn(-c3ccccc3)nc2c1)c1ccco1,-19,-122,30,-6,12,5,5,-14,5.2
# The list continues.
SMILES,CXCR6 inh,Mdm2 MdmX PPI,tim23-1 inh,CCR6 antag,EBI2 block,APJ ag,XBP1 UPR activ,APJ antagonist,CHOP UPR activ
Cc1cccc(NS(=O)(=O)c2ccc(C(=O)N3CCC3)cc2)c1C,-4,17,-4,5,-2,-6,-4,-61,-0.2
C#CCOc1ccc(Cl)cc1/C=N/O,-8,-9,13,10,-8,-4,2,9,0.3
O=[N+]([O-])c1ccc(N/N=C/c2ccc(O)c(O)c2O)c(S(=O)(=O)N2CCOCC2)c1,7,18,-3,51*,12,-5,0,15,6.5
Cc1cc(C)nc(SCC(=O)NCc2ccco2)n1,7,29,6,11,0,-1,-2,8,0.8
CCOc1cc(CNc2ccc3c(c2)OCCO3)cc(Br)c1OCC(N)=O,-7,21,17,-1,1,4,-6,3,-3.4
CCCCN(C)CCCNC(=O)c1cn(CC)c2ccc(S(=O)(=O)N3CCc4ccccc4C3)cc2c1=O,8,54*,9,17,0,-3,-3,-8,5.1
COc1ccc2c(c1)OC(=O)CC2c1cc(OC)c(OC)c(OC)c1 (stereo not given),-3,11,28,13,-4,/,2,/,0.7
O=C(NC1CCCC1)C(c1cccnc1)N(C(=O)c1csnn1)c1ccccc1 (stereo not given),2,-20,3,11,0,-1,-1,-4,0.8
Cc1c(C(=O)N2CCOCC2)c(S(=O)(=O)N2CCN(c3ccc(Cl)cc3)CC2)c(C)n1C,-1,21,6,-20,12,-2,-4,17,2.4
CNC(=S)N(CCCN(C)C)Cc1cc2cc3c(cc2[nH]c1=O)OCCO3,-10,-1,-3,4,-7,4,-4,-3,0.0
O=C(CCSc1nnc(-c2ccco2)o1)Nc1ccc(F)cc1,-8,1,12,4,-8,-3,-2,12,-0.9
Cc1ccc(NC(=O)CCNS(=O)(=O)c2ccc(Br)cc2)cc1S(=O)(=O)N1CCOCC1,-1,17,-5,2,4,10,-3,-54,0.3
Cc1ccc(NC(=O)c2cc(N3C(=O)CCC3=O)ccc2N2CCCCC2)cc1,-5,-16,19,-6,1,-2,1,-2,2.3
CC1=C(C(=O)OCCNC(=O)c2ccccc2O)C(c2ccccc2[N+](=O)[O-])C(C(=O)OCC2CCCO2)=C(C)N1 (stereo not given),5,11,10,18,35,-1,-2,1,1.9
Cc1cc(N2CCCCC2)nc(SCC(=O)c2ccccc2)n1,0,-51,35,7,1,-3,4,9,5.8
COc1ccc(NC(=O)CSc2nc3[nH]c(=O)[nH]c(=O)c3s2)cc1OC,2,4,3,13,-12,-2,-2,3,0.6
S=C(Nc1cccnc1)NC1CCCC1,-1,32,15,11,-9,3,0,1,0.7
CC(C)C[C@H](NC(=O)c1cc2cc(Cl)ccc2n1C)C(=O)N1CCC[C@H]1C(=O)O,3,10,9,-5,4,-3,1,-51,-1.3
O=C(NNC(=S)Nc1ccc(F)cc1)[C@H]1C[C@@H]1c1ccccc1,14,8,5,9,-13,-6,-2,19,-0.7
CC(C)(C)C1CCc2c(sc(NC(=O)CSc3nnc(-c4ccccc4)o3)c2C#N)C1 (stereo not given),0,14,7,-3,-11,-1,-5,13,1.2
CCC(=O)Nc1ccc2c(c1)Cc1cc(NC(=O)CC)ccc1-2,-3,18,10,9,-2,-2,1,11,1.2
Cc1ccc(NC(=O)CN(C)C(=O)Cc2ccc(Cl)cc2Cl)cc1,0,-15,29,11,3,0,13,8,0.6
Cc1nc(-c2ccc(F)cc2)c(CC(=O)Nc2cccc(S(=O)(=O)N3CCOCC3)c2)s1,2,18,6,10,-1,0,-5,6,1.2
COc1ccc(C(C)NC(=O)c2ccccc2Cl)cc1OC (stereo not given),3,-2,3,-11,0,1,-1,10,3.5
O=C(O)c1ccccc1C(=O)Nc1ccc(S(=O)(=O)NC2CCCCC2)cc1,-2,16,-2,13,-11,-1,-1,-4,-0.1
# Next part.
SMILES,CXCR6 inh,Mdm2 MdmX PPI,tim23-1 inh,CCR6 antag,EBI2 block,APJ ag,XBP1 UPR activ,APJ antagonist,CHOP UPR activ
Cc1ccc(C)n1-c1ccccc1N,/,-2,6,/,/,0,-9,-15,-6.1
COc1ccc(CNC(=O)CN(C(=O)c2snc(C(N)=O)c2N)c2ccccc2F)cc1,2,12,17,17,0,-2,5,-6,1.8
COCc1cc(N2CCCC2)nc(-c2ccccc2)n1,5,1,11,2,11,-5,-2,17,-0.8
C=C(Cl)COc1cc(C)cc2oc(=O)cc(CC)c12,-3,13,2,15,10,-4,2,-11,-1.2
COc1ccc(C(=O)COC(=O)CCN=C2NS(=O)(=O)c3ccccc32)cc1OC,4,20,2,-10,-19,-4,-1,3,-0.9
CC(=O)Nc1ccc(N(CC(=O)NCC2CCCO2)C(=O)CCC(=O)Nc2cc(C)on2)cc1 (stereo not given),-4,11,-6,-7,8,0,-4,5,0.5
COc1ccc(C(CNC(=O)c2ccc(NS(=O)(=O)c3ccc(F)c(C)c3)cc2)N2CCOCC2)cc1 (stereo not given),2,26,-3,2,15,5,-1,4,0.8
COCCn1c(N2CCN(c3ccc(OC)cc3)CC2)nc2c1c(=O)n(C)c(=O)n2C,5,8,25,-11,0,-1,-2,-6,0.4
Cc1cc(C)c(NC(=O)CN2C(=O)NC(CCc3ccccc3)C2=O)c(C)c1 (stereo not given),-6,21,6,17,5,-2,-2,4,-0.7
COc1cccc(/C=C2\SC(=S)N(c3cccnc3)C2=O)c1OC,2,0,14,2,-5,1,5,13,2.1
O=C(Nc1nc(-c2cc(F)ccc2F)cs1)c1cccc(N2C(=O)CCC2=O)c1,-11,10,0,2,6,3,-2,-37,0.2
Cc1cccnc1NC(=O)Nc1cccs1,-9,-5,9,-18,-4,-2,2,19,0.1
CC(C)CN1C(=O)C(=O)N(CC(=O)NC(C)CCc2ccccc2)C1=O (stereo not given),0,1,3,-3,1,0,-1,-7,1.4
O=C1c2[nH]nc(-c3ccccc3O)c2C(c2cccc(Cl)c2)N1Cc1ccco1 (stereo not given),4,17,42,8,24,1,0,3,3.9
COc1ccc(/C=N/NC(=O)CN(Cc2ccccc2)S(=O)(=O)c2ccc3c(c2)OCCO3)cc1,-7,-28,21,16,17,0,0,-14,2.0
CCNC(=S)N1CCC(C(O)(c2ccccc2)c2ccccc2)CC1,2,20,3,-3,7,-2,-2,17,-0.4
Cc1nc(-c2ccc(F)cc2)c(CC(=O)N2CCN(S(=O)(=O)c3ccc(F)cc3)CC2)s1,8,12,20,21,-2,-2,-3,14,0.7
Cc1cccc(-c2cc(C(=O)Nc3c(C)n(C)n(-c4ccccc4)c3=O)c3ccccc3n2)c1,16,24,6,12,-10,-1,-3,-23,1.7
CCOc1ccc(C(=O)Nc2cccc(C)n2)cc1,-4,-80,16,-7,18,2,-4,10,0.4

# Entries of single compounds as entered above. Order of screens: CXCR6 inh, Mdm2 MdmX PPI, tim23-1 inh, CCR6 antag, EBI2 block, APJ ag, XBP1 UPR activ, APJ antagonist, CHOP UPR activ
# CC(C)CN1C(=O)C(=O)N(CC(=O)NC(C)CCc2ccccc2)C1=O (stereo not given) as listed: 0, 1, 3, -3, 1, 0, -1, -7, 1.4
# COc1ccc(/C=N/NC(=O)CN(Cc2ccccc2)S(=O)(=O)c2ccc3c(c2)OCCO3)cc1 as listed: -7, -28, 21, 16, 17, 0, 0, -14, 2.0
# COCCn1c(N2CCN(c3ccc(OC)cc3)CC2)nc2c1c(=O)n(C)c(=O)n2C as listed: 5, 8, 25, -11, 0, -1, -2, -6, 0.4
# CCOc1ccc(C(=O)Nc2cccc(C)n2)cc1 as listed: -4, -80, 16, -7, 18, 2, -4, 10, 0.4

# Assay outcomes as filed in PubChem.

# These rows are one share of the data (hit frequency here may not be typical).
